# Screening data: PubChem BioAssay, National Center for Advancing Translational Sciences (NCATS)
# A-T KAP1 phos – qHTS Assay for Identifying a Potential Treatment of Ataxia-Telangiectasia. […] A-T fibroblasts, KAP-1 phosphorylation AlphaLISA; neocarzinostatin DNA damage 30 min before lysis. Potency, µM (series often up to 57.5 µM), inactives show at the highest dose activation, most hits filed as activators. 320,000 tested, 0.19% active. AID 485349, 2010; also: potency is read from the fitted curve at half-maximal effect; % of control where 0% means no effect; nearly all actives have a fitted effect of over 45% in size
#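 hTERT-immortalized A-T patient fibroblasts ([…]), 500 cells/well in OPTI-MEM, 1% FBS, got compounds for 60 min, then NCS for 30 min at 37C. Lysates were then assayed for phospho-KAP-1 by AlphaLISA (anti-pKAP1 donor, anti-KAP1 acceptor beads), 6 hr at 25C.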
# Coupling enz – qHTS Assay for Inhibitors of Fructose-1,6-bisphosphate Aldolase from Giardia Lamblia: Coupling assay counterscreen; AID 2472, 2010; 290,000 tested, 0.67% active; coupling enzyme system counterscreen, AmpLite Red fluorescence; activity change, negative = inhibition, % at 58.2 µM, hits read low; in the data active = activity change below about -30%; also: % is scaled to controls: 0 for no effect and ±100 for the full control effect
#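 Activity here indicates interference with the coupling reaction, not aldolase inhibition. Compounds at 57.5 uM final met coupling enzymes for 10 min at RT; substrate and AmpLite Red detection followed, with a 525/598 nm fluorescence read after 20 min.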
# TCR activator – Activators of T cell receptors: qHTS campaign; primary human leukocytes, anti-CD3, IL-2 HTRF, 48 h; AID 504894, 2011; Potency, µM (top dose mostly 9.22 µM), without a hit: top-dose activation of IL-2 secretion, actives largely listed as activators; 330,000 tested, under 10 active; also: % of control where 0% means no effect
#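 TCR engagement came from a-CD3 beads alone, with compounds added to primary human leukocytes for 48 hr. Secreted IL-2 bridged europium cryptate- and d2-labelled anti-IL-2 antibodies, giving FRET emission at 665nm after 320nm excitation.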
# Chronic BCR inh – qHTS Assay to Find Inhibitors of Chronic Active B-Cell Receptor Signaling; ABC-DLBCL IkBa-CBG/CBR reporter, luminescence ratio, 4 h; Potency, µM (highest dose often 46.1 µM), without a hit: at the top dose ratio change, negative = lower green/red ratio, hits mostly inhibitors; 340,000 tested, 0.05% active; AID 493014, 2011; active = well fitted inhibition curve with a large enough effect in the signal ratio, with a control signal flat, not every such curve was filed as active; inconclusive = small, poorly fitted or top-dose-only effect, or effect the other way, or a change in a side signal; the % refers to the signal ratio;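 also: potency is read from the fitted curve at half-maximal effect; plate controls were basal doxycycline-induced cells for no effect and cells given 10 µM MG132 for full effect; MG132 reads +100%, hits lower the ratio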
#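 Doxycycline induced both beetle luciferases in TMD8 lymphoma cells; IKK-driven degradation limits the IkappaBalpha-fused green signal, while red luminescence normalises for cell number and nonspecific effects. Compounds tested up to 46 uM, 4 hrs.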
# GALK inhibitor – qHTS Assay for Inhibitors of Human Galactokinase (GALK); P51570; 270,000 tested, 0.007% active; Potency, µM (top dose mostly 57.5 µM), without a hit: at the highest dose activity change, negative = inhibition, most hits filed as inhibitors; AID 1868, 2009; Purified GALK, Kinase-Glo residual ATP luminescence; also: potency is read from the fitted curve at half-maximal effect; % is scaled to controls: 0 for no effect and ±100 for the full control effect
# Target sequence (P51570 whole entry, looked up): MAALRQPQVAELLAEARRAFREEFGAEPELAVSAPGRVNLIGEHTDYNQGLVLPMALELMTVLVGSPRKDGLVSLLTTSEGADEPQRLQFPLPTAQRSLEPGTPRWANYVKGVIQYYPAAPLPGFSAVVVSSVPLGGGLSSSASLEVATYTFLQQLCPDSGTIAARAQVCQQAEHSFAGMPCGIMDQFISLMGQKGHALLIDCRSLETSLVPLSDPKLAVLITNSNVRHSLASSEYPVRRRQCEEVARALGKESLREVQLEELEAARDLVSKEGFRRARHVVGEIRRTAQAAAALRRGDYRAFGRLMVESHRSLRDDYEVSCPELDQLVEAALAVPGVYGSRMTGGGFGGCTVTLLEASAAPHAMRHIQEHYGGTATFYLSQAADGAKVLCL
#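 ATP-depletion format; final 35 uM ATP, 100 uM D-galactose, 5 nM enzyme; pH 8.0 HEPES/Mg2+ buffer; 60 min RT; luminescence read 10 min after detection reagent.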
# TSHR antagonist – Antagonists of the Thyroid Stimulating Hormone Receptor: HTS campaign | Thyrotropin receptor (Homo sapiens), P16473 | 330,000 tested, 0.2% active | activity change, negative = inhibition, % at 11.5 µM | TSHR-expressing cells, TSH-stimulated cAMP HTRF, 2 h; stronger effect = lower value;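 active = activity change below a set negative limit, meaning inhibition stronger than a set level, cut at about -70% in these data; inconclusive = activity change between two set negative limits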; also: % is scaled to controls: 0 for no effect and ±100 for the full control effect
#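 Competitive HTRF cAMP read-out (cryptate anti-cAMP antibody, cAMP-d2; 30 min, room temperature) in freshly harvested TSHR cells. Compounds added before TSH at EC80 (4nM final), followed by 2 hours' incubation at 37 deg C.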
# CXXC DNA block – qHTS Fluorescence Polarization Assay for Inhibitors of MLL CXXC domain - DNA interaction. Histone-lysine N-methyltransferase 2A (Homo sapiens), Q03164. MLL-CXXC / FITC-HOXA9 DNA fluorescence polarization. Potency, µM (series often up to 115 µM), inactives show at the top dose activity change, negative = inhibition, hits mostly inhibitors. 290,000 tested, 0.037% active. AID 2662, 2010; active = well fitted inhibition curve with a large enough effect in the polarisation, with a control signal flat, not every such curve was filed as active; inconclusive = small, poorly fitted or top-dose-only effect, or effect the other way, or a change in a side signal; inactive = no such curve, though single readings can be large or run the other way; the % refers to the polarisation; also: potency is read from the fitted curve at half-maximal effect
#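 Fluorescence polarization: 7 uM MLL-CXXC (stock) preincubated 5 min with compounds, then 50 nM fluorescein-HOX-A9 DNA (stock) added; 30 min ambient. Buffer 50 mM Tris-HCl pH 7.5, 50 mM NaCl, 1 mM DTT, 0.05% BSA.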
# Tb PFK inh – qHTS Assay to Find Inhibitors of T. brucei phosphofructokinase. ATP-dependent 6-phosphofructokinase (Trypanosoma brucei brucei), O15648. T. brucei PFK, ADP-Glo luminescence. Potency, µM (doses to about 57.5 µM), without a hit: top-dose activity, negative = inhibition, usual class: inhibitors. 330,000 tested, 0.17% active. AID 485367, 2010;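 also: potency is read from the fitted curve at half-maximal effect; 0% = uninhibited 1x PFK enzyme wells and -100% = no-enzyme wells; nearly all actives have a fitted effect of over 60% in size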
# Target sequence (O15648 whole entry, looked up): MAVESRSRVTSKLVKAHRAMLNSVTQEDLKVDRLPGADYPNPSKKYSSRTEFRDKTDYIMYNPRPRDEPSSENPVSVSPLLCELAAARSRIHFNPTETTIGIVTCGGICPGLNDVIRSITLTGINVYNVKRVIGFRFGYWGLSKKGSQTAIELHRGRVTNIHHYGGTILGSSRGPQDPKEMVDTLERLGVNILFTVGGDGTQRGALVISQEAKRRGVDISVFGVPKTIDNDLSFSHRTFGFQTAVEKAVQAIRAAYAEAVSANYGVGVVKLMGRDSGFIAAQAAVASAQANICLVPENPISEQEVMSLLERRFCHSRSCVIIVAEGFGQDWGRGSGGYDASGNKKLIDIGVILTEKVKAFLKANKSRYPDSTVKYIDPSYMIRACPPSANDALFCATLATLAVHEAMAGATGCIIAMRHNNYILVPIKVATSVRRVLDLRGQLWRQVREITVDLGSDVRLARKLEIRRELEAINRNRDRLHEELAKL
#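 In TEA buffer at pH 8.0 with 5 mM MgCl2, enzyme (1.25 nM) converted F6P (0.5 mM) and ATP (0.1 mM) for 45 min at room temperature. ADP product was read by luciferase luminescence.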
# Giardia kill – Small Molecules that selectively kill Giardia lamblia: qHTS; activity change, % at 7.66 µM, hits read low; AID 540267, 2011; Giardia lamblia trophozoite viability; 340,000 tested, 0.15% active; in the data active = activity change below about -80%; inconclusive = between about -30% and that limit;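 also: parasites exposed to compound for two days anaerobically before the ATP read; % is scaled to controls: 0 for no effect and ±100 for the full control effect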
#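 ATP-content bioluminescence gauges trophozoite survival. Cells (100/well) receive compound and incubate anaerobically for 48 hrs at 37 deg C; detection reagent follows for 15-30 min at room temperature.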
# hERG WT inh – qHTS for Inhibitors of KCHN2 3.1: Wildtype qHTS. Voltage-gated inwardly rectifying potassium channel KCNH2 (Homo sapiens), Q12809. U2OS, BacMam KCNH2, thallium flux FluxOr; stronger effect = lower value. activity change, % at 1.84 µM. 340,000 tested, 0.37% active. AID 720551, 2013;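 active = maximum activity change below -70%; inconclusive = maximum activity change between -70% and -50%; inactive = maximum activity change above -50%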; also: % is scaled to controls: 0 for no effect and ±100 for the full control effect
#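 U2OS cells transduced with wild-type KCNH2 virus are loaded with FluxOr dye for 45 min, and thallium flux is measured in kinetic reads before and after stimulation buffer. Rate constants are normalized to DMSO controls.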
# An asterisk follows results filed as active; i = inactive; ? = inconclusive; · = not tested or not shown; [ ] = another dose, or the depositor's remark. Unless noted, calls follow the shape of the dose curve; as a rule, active = well fitted curve in the direction sought with a large enough effect; inconclusive = small, poorly fitted or top-dose-only effect, or another doubt; inactive = no such curve, though single readings can be large; an effect the other way counts as inactive or inconclusive.
SMILES,A-T KAP1 phos,Coupling enz,TCR activator,Chronic BCR inh,GALK inhibitor,TSHR antagonist,CXXC DNA block,Tb PFK inh,Giardia kill,hERG WT inh
O=C(Nc1c(Cl)cccc1Cl)C1CCC1,2%,-1,-24%,?,-3%,-10,-7%,3%,8,-3
CCOC(=O)c1sc(=NC(=O)c2cccs2)n(C)c1C,5%,1,-7%,1%,12%,5,6%,3%,-23,26
O=C(CCCN1C(=O)/C(=C/c2cccs2)SC1=S)NNC(=O)c1ccccc1O,2%,3,0%[46.1 µM],?,0%,16,-3%,4%,-12,-2
C1=Nc2c(Nc3ccccc3)ncnc2Oc2ccccc21,0%,1,0%,-26%,-3%,-15,-4%,6%,21,-3
COc1ccc(N(CC(=O)N/N=C/c2cccs2)S(=O)(=O)c2ccc(OC)c(OC)c2)cc1,6%,8,1%,15%,-4%,-1,-6%,0%,-10,0
CCN(C(=O)CSc1ncccc1C(=O)O)C1CCCCC1,-1%,7,8%,5%,-1%,13,-9%,1%,-17,·
COc1ccc(N2CCN(C(=O)C(OC(C)=O)c3ccccc3)CC2)cc1 (configuration not stated),-11%,1,4%,0%,-1%,-4,1%,-10%,-7,-8
CCCc1nc(N2CCOCC2)c(C#N)c2c1CCCC2,6%,6,-1%,20%,1%,-9,2%,-6%,-17,-6
CCOC(=O)N1CCN(C(=O)c2nn(-c3cc(OC)cc(OC)c3)c(=O)c3ccccc23)CC1,-5%,3,·,?,1%,0,-5%,-1%,·,·
CN(C)C(=O)N1CCC(C(=O)NC2CCCCCCC2)CC1,4%,4,0%,10%,1%,2,6%,0%,-3,-22
CN(C)C(=O)CSc1nnc(-c2cc(-c3cccs3)nc3ccccc23)o1,3%,-3,-11%,6%,0%,-7,0%,-2%,5,-23
COCCCn1nnnc1SCC(=O)Nc1nc2ccccc2s1,8%,1,-1%,2%,3%,0,6%,-1%,15,-6
Cc1ccc(NC(=O)CN2CCN(CCN=CC3=C(O)CC(c4ccc(C)cc4)CC3=O)CC2)cc1 (configuration not stated),-3%,1,5%,-5%,-1%,-15,13%,3%,-15,26
CS(=O)Cc1cc(Sc2ccccc2)nc(-c2cccnc2)n1 (configuration not stated),0%,2,0%,-6%,16%,-2,2%,5%,-18,-7
COc1cc([N+](=O)[O-])ccc1NC(=O)CSc1n[nH]c(C(C)C)n1,22%,-1,-4%,3%,-8%,-7,-15%,0%,-22,-5
O=C1CN(C(=O)/C=C/c2ccco2)c2ccccc2N1,1%,-1,2%,?,13%,-2,-7%,-6%,27,-7
CCN(C(=O)COC(=O)CCC(=O)c1cccs1)c1ccccc1,7%,·,-1%,1%,·,·,·,9%,16,-15
OCC1(Cc2ccccc2)CCCN(Cc2c[nH]c3ccccc23)C1 (configuration not stated),3%,8,4%,0%,4%,3,-4%,1%,-2,-9
CCN(CC)c1cc(C)c(C#N)c2nc3ccccc3n12,0%,8,-12%,-3%,·,1,34%[activator],7%,-10,4
COc1ccc2sc(-c3ccc(SC)cc3)c(C#CCO)c2c1,12%,·,0%,?,·,-31,·,1%,10,7
Cc1ccc(C(=O)NN2C(=O)CSC2=S)cc1,1%,1,-2%[46.1 µM],-5%,2%,1,-10%,-15%,?,1
COc1ccc(-c2noc(CCC(=O)Nc3cc(Cl)c(OC)cc3OC)n2)cc1,·,1,-3%,?,0%,0,-4%,-3%,7,-1
CCN(Cc1cnn(C)c1)C(=O)c1ccc(OC2CCN(S(=O)(=O)N(C)C)CC2)cc1,2%,1,1%,?,1%,-6,0%,-1%,-22,-5
CC(OC(=O)Nc1cccc(Cl)c1)C(=O)O (configuration not stated),-2%,5,-6%,-1%,-5%,2,-2%,5%,6,1

# Some of the entries so far, bar-delimited:
Molecule | A-T KAP1 phos | Coupling enz | TCR activator | Chronic BCR inh | GALK inhibitor | TSHR antagonist | CXXC DNA block | Tb PFK inh | Giardia kill | hERG WT inh
O=C1CN(C(=O)/C=C/c2ccco2)c2ccccc2N1 | 1% | -1 | 2% | ? | 13% | -2 | -7% | -6% | 27 | -7
CCN(C(=O)COC(=O)CCC(=O)c1cccs1)c1ccccc1 | 7% | · | -1% | 1% | · | · | · | 9% | 16 | -15

# Further results:
SMILES,A-T KAP1 phos,Coupling enz,TCR activator,Chronic BCR inh,GALK inhibitor,TSHR antagonist,CXXC DNA block,Tb PFK inh,Giardia kill,hERG WT inh
COc1ccc(-c2sc3ccccc3c2-c2ccc(OCCN3CCCCC3)cc2)cc1,4%,·,3%,0%,·,7,·,-1%,?,2
C=CCNC(=O)COc1ccc(N(C)S(=O)(=O)c2ccc(NC(C)=O)cc2)cc1,4%,-1,-17%,-2%,-1%,-7,-5%,0%,-11,15
COc1ccc(OC)c(-c2csc(NC(=O)Cc3cccs3)n2)c1,1%,-5,-5%,8%,-1%,7,1%,-1%,-7,-5
NNc1ncnc2scc(-c3ccc(Cl)cc3)c12,0%,1,0%[46.1 µM],1%,1%,3,-5%,-1%,-8,-2
COCC1CCCN(C(=O)c2cc(COc3ccc4ncccc4c3)on2)C1 (configuration not stated),?,·,4%,?,-4%,49,3%,-1%,2,-4
CC(C)CCn1nc(C(=O)Nc2nc3c(s2)CCCC3)c2ccccc2c1=O,-6%,1,-1%[46.1 µM],?,0%,4,-2%,-3%,9,i
Cc1ccc(C)c(N(CC(=O)NCc2ccco2)C(=O)CNS(=O)(=O)c2ccccc2)c1,3%,2,6%,-1%,6%,29,0%,-13%,-5,-10
COc1ccccc1NC(=O)c1ccc(NC(=O)COC(=O)C2(C)CC2(Cl)Cl)cc1 (configuration not stated),0%,-1,2%[46.1 µM],1%,0%,18,17%,-4%,7,1
COc1ccc(S(=O)(=O)N2CCOCC2)cc1NC(=O)CSc1n[nH]c(=O)n1C1CC1,7%,-2,-4%[46.1 µM],?,0%,-4,-14%,9%,-4,-2
O=C(Nc1ccc2c(c1)OCO2)c1ccccn1,0%,·,-3%,?,·,-23,·,-5%,-27,1
CCC1SC2=NC(C)=C(C(=O)OC)C(c3ccc(C(=O)OC)cc3)N2C1=O (configuration not stated),-8%,2,-16%,-4%,-1%,-7,2%,3%,26,-5
COc1ccc(N(CC(=O)NCc2ccco2)C(=O)CCC(=O)Nc2nccs2)cc1,3%,1,5%,-15%,-2%,-5,16%,-2%,3,9
O=S(=O)(Nc1ccc(-n2cnnn2)cc1)c1cccs1,-8%,·,-2%,-2%,·,18,·,4%,4,-4
O=S1(=O)CCN(Cc2ccc(Cl)c(C(F)(F)F)c2)CC1,0%,0,2%,-2%,0%,-3,1%,?,6,-7
Nc1nc(NC(=O)CCCC(=O)O)nn1-c1ccccc1,3%,1,-12%,?,-2%,-7,3%,2%,19,-6
CCOc1ccc(-c2noc(CCCC(=O)NC3CCCCC3)n2)cc1OC,-4%,-2,1%,?,-2%,-11,-2%,2%,8,2
CC(=O)Nc1cccc(NC(=O)C2C3C=CC(C3)C2C(=O)O)c1 (configuration not stated),23%,6,1%,0%,4%,7,6%,-2%,-8,8
O=C(O)c1ccccc1C(=O)NCC(O)c1ccccc1 (configuration not stated),-3%,0,1%,?,·,-9,1%,0%,-10,2
COc1ccc2ccccc2c1-c1sc(Nc2ccccc2)n[n+]1-c1ccc(F)cc1,-2%,-14,-2%,?,·,28,?,0%,15,-16
Cc1c(NC(=O)COC(=O)c2ccc[nH]c2=O)c(=O)n(-c2ccccc2)n1C,0%,-2,10%[46.1 µM],-9%,1%,6,-2%,3%,-15,-2
COC(=O)c1ccc(C(=O)OC)c(NC(=O)CN(c2ccccc2)S(=O)(=O)N(C)C)c1,-2%,0,-6%,?,0%,-13,-3%,4%,-5,-1
CC1(C)OC(=O)C(=NNc2ccc(Br)cc2)C(=O)O1,-4%,-2,·,0%,·,-8,5%,-5%,1,26
CCCCOc1ccc2c(c1)C(=O)c1cc(O)ccc1-2,4%[11.5 µM],3,4%,?,8%,5,6%,-6%,-25,1
